LDHA block – inhibitors of human lactate dehydrogenase A. P00338. purified LDHA, NADH/diaphorase-resazurin fluorescence; stronger effect = lower value. activity change, % (values are at about 110 or 230 µM). hit rate 0.15% among 480,000. AID 1347041; in the data active = activity change below about -30%; inconclusive = mostly about -25% to -30%;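 note: plate controls were DMSO wells for no effect and wells without enzyme for full effect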
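Human LDH5 at 2 nM final in Tris HCl pH 7.4 with 0.06 mM NADH and 0.2 mM pyruvate, reacted 5 minutes at room temperature. Remaining NADH coupled via diaphorase/resazurin; resorufin fluorescence read at 0 and 20 minutes, normalized to enzyme-free and DMSO wells.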
ALOX12 inh – inhibitors of human 12S-lipoxygenase ALOX12 | P18054 | Potency, µM (titrated, usually from 108 µM), for inactives: top-dose activity change, negative = inhibition, hits mostly inhibitors | hit rate 1.1% among 580,000 | purified 12hLO, xylenol orange hydroperoxide absorbance | AID 1671190; active = well fitted inhibition curve with a large enough effect; inconclusive = small, poorly fitted or top-dose-only effect, or another doubt; inactive = no such curve, though single readings can be large or run the other way; note: potency is the fitted concentration of half-maximal effect
Target sequence (P18054 whole entry, looked up): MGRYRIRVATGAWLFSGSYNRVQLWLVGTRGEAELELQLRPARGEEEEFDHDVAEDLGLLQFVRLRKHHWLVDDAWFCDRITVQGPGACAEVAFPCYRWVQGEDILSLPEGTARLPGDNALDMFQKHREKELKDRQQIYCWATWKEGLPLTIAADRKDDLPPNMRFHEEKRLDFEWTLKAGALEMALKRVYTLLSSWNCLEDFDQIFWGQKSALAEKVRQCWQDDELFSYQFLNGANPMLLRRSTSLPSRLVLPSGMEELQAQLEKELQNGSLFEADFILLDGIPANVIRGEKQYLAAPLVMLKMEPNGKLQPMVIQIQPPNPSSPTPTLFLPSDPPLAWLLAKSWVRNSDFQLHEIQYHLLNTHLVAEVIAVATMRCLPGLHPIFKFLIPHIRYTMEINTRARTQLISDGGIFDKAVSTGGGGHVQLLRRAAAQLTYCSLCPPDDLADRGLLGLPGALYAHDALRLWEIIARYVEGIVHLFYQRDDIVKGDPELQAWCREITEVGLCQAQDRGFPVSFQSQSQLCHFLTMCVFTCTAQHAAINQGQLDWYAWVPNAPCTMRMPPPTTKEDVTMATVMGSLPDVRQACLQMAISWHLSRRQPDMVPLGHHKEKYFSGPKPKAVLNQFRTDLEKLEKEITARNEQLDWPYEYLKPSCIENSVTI
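Purified human 12hLO (150 nM final) in 25 mM Hepes, 0.01% Triton X-100, pH 7.0 was preincubated 15 min at room temperature with compound. Then 40 uM arachidonic acid was added, 30 min. Hydroperoxide was read by Fe-XO absorbance ratio 573/405 nm.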
* hit, by the source's call; u = inconclusive; [ ] = remark or other dose. Unless noted, % is set by controls: 0 for no effect and ±100 for the full control effect.

| canonical_smiles | LDHA block | ALOX12 inh |
| --- | --- | --- |
| CCCn1c(C)c(C)c(-c2nc3ccccc3[nH]2)c1NC(=O)CC(C)C | 4 | -30% |
| CCOCCCNCc1sccc1C | 0 | -44% |
| O=C(COc1ncnc2ccc(Br)cc12)Nc1cccc(F)c1 | -9 | -35% |
| C=CCN1CCN(Cc2ccco2)CC1 | 1 | 34%[activator] |
| O=C(COC(=O)C12CC3CC(CC(Br)(C3)C1)C2)c1ccc(C2CCCCC2)cc1 | 6 | -11% |
| Cc1cc(N2CCCCS2(=O)=O)cc(C)c1S(=O)(=O)N(C)CCc1ccncc1 | 4 | 9% |
| O=C(NCCc1ccccc1)C12CC3CC(CC(C3)C1)C2 | -1 | -23% |
| CC(=O)Nc1ccc(-c2nc3ccccc3s2)cc1C | 0 | -16% |
| CCOc1ccccc1NC(=O)Nc1ccc(CN2CCOCC2)cc1 | 4 | 25% |
| N#C/C(=C\c1ccc(-c2ccc(Cl)cc2Cl)o1)c1nc2ccccc2[nH]1 | 7 | 11µM* |
| O=C(OCc1c(F)cccc1Cl)c1ccc(C2Nc3ccccc3S(=O)(=O)N2)cc1 (configuration not stated) | -8 | -6% |
| Cc1ccc(-c2ocnc2C(=O)NCCC(C)C)s1 | 6 | -6% |
| CC1CC(=O)Nc2cc(S(=O)(=O)NCc3ccccn3)ccc2S1 (configuration not stated) | 15 | 0% |
| CCOC(=O)c1c(C)[nH]c(C)c1S(=O)(=O)N(C)CC(=O)Nc1ccc(C(C)C)cc1 | 8 | -11% |
| NC1CSC(CCCCC(=O)O)C1N (configuration not stated) | -16 | 62%[activator] |
| Cc1nc(SCC(=O)NC2(C#N)CCCC2)n(C2CCCC2)c1C | -6 | -6% |
| O=C(Nc1nc([C@@H]2O[C@H](CO)[C@@H](O)[C@H](O)[C@H]2O)cs1)NC(c1ccccc1)c1ccccc1 | -1 | 3% |
| COc1ccc(-c2nn(-c3ccccc3)cc2C(=O)NCCN2CCOCC2)cc1 | 0 | -5% |
| CCc1nc2ccc(C(=O)N(CC)CCN(C)C)cn2c1N(C)Cc1ccc(OC)cc1 | -4 | -22% |
| Cc1ccc(-n2c(SCc3ccc(C#N)cc3)nnc2N2CCCC2)cc1 | 2 | 10% |
| CCOCCOC(=O)C(C)Oc1ccc2c(=O)c(Oc3cc(C)c(Cl)c(C)c3)coc2c1 (configuration not stated) | 1 | u |
| C/C(=N\NC(=O)c1ccc(N(C)C)cc1)c1ccc(Br)s1 | 11 | u |
| Fc1ccccc1N1CCN(C(c2ccnc3ccccc23)c2nnnn2-c2ccc3c(c2)OCCO3)CC1 (configuration not stated) | -6 | 3% |
| C(=N\N=C1c2ccccc2-c2ccccc21)/c1ccccn1 | -8 | 11% |
| CC(C)C(=O)N1N=C(c2ccc(Br)cc2)CC1c1ccc2nccnc2c1 (configuration not stated) | -6 | u |
| O=C(Cc1ccccc1F)NCc1cccnc1N1CCCCC1 | 0 | 53%[activator] |
| Cc1c(C(=O)c2ccccc2)oc2ccc(NC(=O)c3ccncc3)cc12 | 1 | 12% |
| CSc1ccccc1NC(=O)C(C)Nc1ccc2c(c1)CCN2C(C)=O (configuration not stated) | 2 | -8% |
| COc1ccc(-c2cc(Nc3ccc(Br)cc3)nc(C)n2)cc1 | 7 | u |
| Cc1ccc(OCC(O)Cn2nc(-c3ccc(F)cc3)oc2=O)cc1 (configuration not stated) | 11 | 0% |
| CC1CCN(c2oc(/C=C/c3cccs3)nc2C#N)CC1 | 14 | u |
| O=C(NC(c1ccc(Cl)cc1)c1ccsc1)C1CCN(CCOc2ccc(Cl)cc2)CC1 (configuration not stated) | -7 | 32µM* |
| O=C(CCCCCCCC(=O)NNC(=O)c1cccc(Cl)c1)NNC(=O)c1cccc(Cl)c1 | 3 | -73% |
| CC1CCCCN1CCNC(=O)CCCc1nc2ccccc2[nH]1 (configuration not stated) | 8 | 37%[activator] |
| c1cn2c(-c3ccoc3)cncc2n1 | 0 | -28% |
| CCC(=O)N1CCN(c2ccc(Cl)cc2NC(=O)c2ccc(C#N)cc2F)CC1 | 0 | 0% |
| CC(C(=O)Nc1cnc2ccccc2c1)N1C(=O)c2ccccc2C1=O (configuration not stated) | 4 | -4% |
| COC(=O)c1ccc(Oc2coc3cc(OC)ccc3c2=O)cc1 | -2 | -16% |
| C=CCn1c(N2CCN(Cc3cccc(Cl)c3)CC2)nc2c1c(=O)[nH]c(=O)n2C | 7 | 5% |
| COc1cc(C(O)c2nc(-c3cnn(C)c3)cs2)ccc1F (configuration not stated) | 0 | 1% |
| O=C(Cn1nnc(-c2ccccc2)c1COc1ccc2ccccc2c1)NCC1CC1 | -3 | 1% |
| Cc1ccc(N2NC3(CCCCCC3)NC2=S)cc1 | 14 | 1µM* |
| COc1cccc(CNc2nc3cc(-c4ccc(C)cc4)sc3c(=O)n2C)c1OC | -4 | 3% |
| CCC(CC)c1nn2c(=O)cc(COc3ccc(NC(=O)c4ccco4)cc3)nc2s1 | -7 | -23% |
| O=C(CN1CCN(C(=O)CCCc2c[nH]c3ccccc23)CC1)NC1CC1 | 8 | -29% |
| O=C(CCSc1ncnc2sc3c(c12)CCCC3)Nc1ccc(F)cc1 | -1 | 25% |
| c1ccc(CNCc2cccc3ccccc23)cc1 | 0 | -15% |
| CS(=O)(=O)N1CCCCC1c1cc(C(=O)NCc2ccc(F)cc2)no1 (configuration not stated) | -5 | 6% |
| COCCCNC(=O)CS(=O)Cc1nc(-c2ccc(OC)cc2)oc1C (configuration not stated) | 2 | 5% |
| CCOC(=O)c1sc(NCCCOC)nc1C(F)(F)F | -3 | 9% |

The listing continues:
| canonical_smiles | LDHA block | ALOX12 inh |
| --- | --- | --- |
| O=C(Nc1cccc(Cl)c1)N1CCN(c2ccc(Cl)c(Cl)c2)CC1 | 12 | u |
| Cc1nn(-c2ccccc2)c(C)c1CN(C)S(=O)(=O)c1ccc(Cl)c(Cl)c1 | 1 | -1% |
| CC(=O)c1c[nH]c2cc(F)ccc12 | -9 | 3% |
| CCCCN(C)C(=O)Cn1c(=O)n(Cc2ccc3c(c2)OCO3)c(=O)c2sccc21 | -9 | u |
| CO[C@@H]1CN(C)C(=O)c2ccc(NS(=O)(=O)c3c(C)noc3C)cc2OC[C@@H](C)NC[C@@H]1C | -2 | u |
| COc1cc(CN2C[C@@H](CO)O[C@@H](n3cnc4c(NCc5ccncc5)ncnc43)C2)cc(OC)c1OC | 0 | -13% |
| C/C(=N/NC(=O)c1cccs1)c1ccc(-c2ccccc2)cc1 | 1 | u |
| CN(CC(=O)NC(=O)NCC(F)(F)F)CC(=O)Nc1ccc(Cl)c(Cl)c1 | 0 | -2% |
| CC1(C(=O)NS(=O)(=O)c2cccc(C#N)c2)CCN1C(=O)CC1CCCC1 (configuration not stated) | -11 | -18% |
| O=C(CC[C@H]1O[C@@H](n2ccc(=O)[nH]c2=O)[C@H](O)[C@@H]1O)N[C@@H](Cc1ccccc1)C(=O)NCC1CCCO1 (some centres not stated) | -3 | -5% |
| COc1cc(NC(=O)c2ccccc2Br)ccc1NC(=O)c1cc2ccccc2o1 | -3 | 12% |
| CSc1ccccc1-c1cnc2cccnn12 | -8 | -17% |
| CCCCC1(C)NC(=O)N(c2ccc(Br)cc2)N1 (configuration not stated) | -10 | u |
| CCCC(C(=O)NCc1ccc(OC)cc1)c1ccccc1 (configuration not stated) | -2 | -7% |
| Brc1ccc(-c2nc(-c3cccnc3)no2)cc1 | -2 | 8% |
| O=C(CCNS(=O)(=O)/C=C/c1ccccc1)Nc1cc(Cl)cc(Cl)c1 | 1 | u |
| CC(=O)Oc1ccc2c(=O)c(Oc3cc(C)cc(C)c3)coc2c1 | 3 | 6% |
| CC(C)OCc1ccc(CNC(=O)CC(C)c2ccccc2)cc1 (configuration not stated) | -1 | -9% |
| N#CC(C(=O)Nc1cccc(C(F)(F)F)c1)=C1CCCC1 | 3 | -62% |
| Cc1coc2cc3o/c(=N/O)c4c(c3cc12)CCC4 | -7 | 32%[activator] |

ALOX12 inh, what is marked active above
SMILES	ALOX12 inh
N#C/C(=C\c1ccc(-c2ccc(Cl)cc2Cl)o1)c1nc2ccccc2[nH]1	11µM*
O=C(NC(c1ccc(Cl)cc1)c1ccsc1)C1CCN(CCOc2ccc(Cl)cc2)CC1 (configuration not stated)	32µM*
Cc1ccc(N2NC3(CCCCCC3)NC2=S)cc1	1µM*

Additional compounds follow.
| canonical_smiles | LDHA block | ALOX12 inh |
| --- | --- | --- |
| O=S1(=O)CCN2C(c3ccc(Cl)cc3Cl)=CSC2=N1 | 0 | 10% |
| CCN(CC)c1ccc(NC(=S)Nc2cccc(C)c2)cc1 | 75 | u |
| O=C(/C=C/c1cccc(F)c1)c1cccc(N2CCOCC2)c1 | 4 | u |
| COc1cccc2cc(-c3nnc(SCC(=O)Nc4ccc(C)cc4)n3N)oc12 | -3 | -20% |
| CC1CCN(C(CNC(=O)c2ccccc2C(F)(F)F)C(C)C)CC1 (configuration not stated) | 6 | 5% |
| CCc1ccc(NC(=O)C2=C(C)NC(Nc3nc4ccccc4o3)=NC2c2ccccc2)cc1 (configuration not stated) | 14 | 0% |
| COc1cc(C2Nc3ccc(C)cc3[C@H]3OCCC[C@@H]23)cc(Cl)c1OC (some centres not stated) | -4 | 2% |
| Fc1cccc(Cn2c(-c3cncs3)nc3ccccc32)c1 | 7 | -9% |
| COc1ccc2c(c1OC)C(=O)OC2OC (configuration not stated) | 7 | -20% |
| O=C(c1ccc(F)cc1)N1CCN(Cc2c[nH]c3ccccc23)CC1 | -4 | u |
| O=C(O)CSCc1c[nH]c2ccccc12 | 1 | u |
| Cc1cccc(NC(=O)Cn2c(C)cc3ccccc32)c1 | -18 | u |
| O=C(NC1CCN(CC(F)F)CC1)c1cc2c(s1)CCCCC2 | 9 | 9% |
| COC(=O)C1CCCCN1S(=O)(=O)c1c(F)cccc1F (configuration not stated) | 0 | u |
| COc1ccc(Nc2oc(-c3cccc(C)c3)nc2C#N)cc1 | -12 | 6% |
| O=C(Nc1ccc2nc(N3CCN(C4CCCCC4)CC3)cc(C(=O)O)c2c1)c1ccccc1F | 23 | u |
| O=C1Nc2ccccc2CCC1n1nc(-c2ccc(Cl)cc2)ccc1=O (configuration not stated) | -3 | 15% |
| Cc1csc(-c2ccc3cc(Cl)cc(Cl)c3n2)n1 | -1 | -3% |
| COC(=O)Nc1ccc(CNC(=O)c2cccc(C)c2)cc1 | -21 | -12% |
| CCc1nc2ccc(C(=O)N3CCN(C(=O)c4ccco4)CC3)cn2c1N(C)C(=O)c1cccc(OC)c1 | -3 | u |
| COc1ccccc1C(=O)N(Cc1ccc(C(C)C)cc1)C1CCS(=O)(=O)C1 (configuration not stated) | 14 | 4% |
| COc1ccc(C(C)=O)cc1CN(C)CC(=O)Nc1cccc(F)c1 | -9 | 11% |

Profiles, looked up by structure. Order of values: LDHA block, ALOX12 inh
Cc1csc(-c2ccc3cc(Cl)cc(Cl)c3n2)n1 in the list: -1, -3%
CCc1nc2ccc(C(=O)N3CCN(C(=O)c4ccco4)CC3)cn2c1N(C)C(=O)c1cccc(OC)c1 in the list: -3, u
O=C(Nc1ccc2nc(N3CCN(C4CCCCC4)CC3)cc(C(=O)O)c2c1)c1ccccc1F in the list: 23, u
Cc1cccc(NC(=O)Cn2c(C)cc3ccccc32)c1 in the list: -18, u
COc1ccc(C(C)=O)cc1CN(C)CC(=O)Nc1cccc(F)c1 in the list: -9, 11%

Part of the list above, with values under each structure.
Every second line gives: LDHA block | ALOX12 inh
- COC(=O)C1CCCCN1S(=O)(=O)c1c(F)cccc1F (configuration not stated)
    0 | u
- O=C(O)CSCc1c[nH]c2ccccc12
    1 | u
- Cc1csc(-c2ccc3cc(Cl)cc(Cl)c3n2)n1
    -1 | -3%
- O=C(NC1CCN(CC(F)F)CC1)c1cc2c(s1)CCCCC2
    9 | 9%
- Cc1cccc(NC(=O)Cn2c(C)cc3ccccc32)c1
    -18 | u
- COc1ccc(C(C)=O)cc1CN(C)CC(=O)Nc1cccc(F)c1
    -9 | 11%

Compound activity (PubChem BioAssay)

This is a subset; rates above refer to the full screens.
